H9c2 protect – protects H9c2 cardiomyocytes from peroxide injury | H2O2 injury protection, ATPLite, 2 h | protection from H2O2 cell death, % at 20 µM | actives 0.63% (n = 360,000);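 active means compounds giving at least 50% protection of heart cells from peroxide-induced death in the single-dose screen, raw or plate-pattern-corrected value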;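 further: 0% = DMSO wells with peroxide and 100% = DMSO wells without peroxide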
CaV13 FRET inh – Disruptors of the CACNA1D IQ motif to Ca2+-dependent inactivation inhibitor domain association, primary screening, Förster resonance energy transfer in intact living …; HEK cells, CFP/YFP FRET ICDI-IQ, plate reader, 10 min; percent FRET-ratio fall versus neutral wells; inhibition, % at 12.3 µM; actives 0.098% (n = 340,000); AID 743397;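 active means mean replicate inhibition of at least 30% and at least 1% of replicates passing that level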;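 further: 0% = median of the neutral control wells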
HTR2A ag – activates the mouse 5-HT2A serotonin receptor | CHO-K1 mHTR2A beta-arrestin complementation, luminescence; percent of 30 µM serotonin response | activation, % at 7.6 µM | actives 0.66% (n = 360,000) | AID 624169;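 active means activation above a run cutoff, the mean activation of all tested compounds plus 3 SD, cut at about 14% in these data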;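 further: 0% = plate median of compound wells and 100% = 30 µM serotonin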
Target sequence (P35363 whole entry, looked up): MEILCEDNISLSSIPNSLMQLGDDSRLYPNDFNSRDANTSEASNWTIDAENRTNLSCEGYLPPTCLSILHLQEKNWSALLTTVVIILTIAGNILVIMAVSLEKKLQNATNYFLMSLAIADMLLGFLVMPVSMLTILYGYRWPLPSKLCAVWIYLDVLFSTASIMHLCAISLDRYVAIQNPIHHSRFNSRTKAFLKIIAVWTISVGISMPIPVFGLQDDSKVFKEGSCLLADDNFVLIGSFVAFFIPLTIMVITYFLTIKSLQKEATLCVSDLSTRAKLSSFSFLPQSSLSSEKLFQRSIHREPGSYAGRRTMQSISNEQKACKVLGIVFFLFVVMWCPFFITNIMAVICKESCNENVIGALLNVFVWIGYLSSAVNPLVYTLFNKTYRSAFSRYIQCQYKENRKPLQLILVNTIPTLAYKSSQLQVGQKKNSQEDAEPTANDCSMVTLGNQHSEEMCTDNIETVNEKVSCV
PDI turbidity – PDI (human) enzyme inhibition; P07237; PDI insulin aggregation turbidity, A650, 90 min; inhibition, % at 10 µM; actives 0.052% (n = 350,000);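 active means mean inhibition across replicates of 30% or more, whatever share of single replicates reach that level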;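 further: absorbance from insulin aggregation driven by PDI reduction with DTT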
Target sequence (P07237 whole entry, looked up): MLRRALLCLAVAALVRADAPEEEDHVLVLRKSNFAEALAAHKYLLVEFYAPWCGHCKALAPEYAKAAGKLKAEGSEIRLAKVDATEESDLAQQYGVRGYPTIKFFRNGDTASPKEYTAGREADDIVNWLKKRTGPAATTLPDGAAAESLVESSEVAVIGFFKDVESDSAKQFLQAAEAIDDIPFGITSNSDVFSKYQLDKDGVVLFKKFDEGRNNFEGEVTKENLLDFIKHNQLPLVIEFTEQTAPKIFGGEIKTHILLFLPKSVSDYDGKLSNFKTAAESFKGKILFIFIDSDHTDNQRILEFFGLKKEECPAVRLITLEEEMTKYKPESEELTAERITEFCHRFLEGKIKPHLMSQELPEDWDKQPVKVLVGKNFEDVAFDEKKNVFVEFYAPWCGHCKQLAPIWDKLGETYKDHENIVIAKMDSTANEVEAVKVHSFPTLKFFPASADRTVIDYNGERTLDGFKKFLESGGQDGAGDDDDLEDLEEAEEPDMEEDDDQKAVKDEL
hiPSC survival – hiPSC single-cell survival enhancement; ATPlite luminescence; 100% = ROCK inhibitor wells, 0% = DMSO; survival enhancement, % at 20 µM; actives 0.044% (n = 360,000); in the data active means survival enhancement above about 18%;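 further: cells exposed to compounds for 16 hours before the ATP read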
aDG glyco up – alpha-DG glycosylation activation; Pro5-aDG cells, alpha-DG glycosylation AlphaScreen (IIH6); 0% Pro5, 100% B10-LARGE cell signal; activation, % at 10 µM; actives 0.22% (n = 360,000); AID 624168;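 active means activation of at least 8% versus controls, or a plate z-score of at least 8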;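 further: Pro5 are CHO cells carrying HIG-tagged alpha-DG that lacks glycosylation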
N-glyco inh – blocks N-linked glycosylation in D54 reporter cells; D54 ERlucT glycosylation luciferase reporter, 24 h; percent of 100 nM tunicamycin response; reporter increase, % at 12.5 µM; actives 0.23% (n = 360,000);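 active means mean luciferase reporter signal, scaled so untreated is 0 and the glycosylation-blocking control 100, at or above a set limit in every replicate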;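 further: luciferase carries N-glycosylation sites so blocking glycosylation raises the light; 0% = median of neutral control wells and 100% = median of 100 nM tunicamycin wells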
Vif inh – blocks HIV Vif function; HEK293T cells, Vif self-association by quenched fluorescence, imaging, 24 h; inhibition, % at 7.49 µM; actives 0.35% (n = 340,000); AID 602346; in the data active means inhibition above about 50%, passing the limit was not always enough; further: some results filed as inactive read as strong as hits
Exocytosis inh – lytic granule exocytosis inhibition. actives 0.66% (n = 360,000). TALL-104 LAMP-1 surface exposure, flow cytometry; cells stimulated with thapsigargin and PMA. AID 651702. inhibition, % at 10 µM;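 active means inhibition above about 55%, limit read from the data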
ABCB6 inh MLPCN – inhibitors of human ABC transporter ABCB6; actives 0.19% (n = 360,000); AID 602162; K562-ABCB6 porphyrin accumulation, flow cytometry, 1 h; active compounds read low; fluorescence ratio to DMSO, % at 10 µM; Q9NP58;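 active means fluorescence ratio to DMSO below 75%, the collection mean minus 3 SD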;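 further: signal is porphyrin accumulated inside mitochondria; 100% equals median channel fluorescence of DMSO control wells; lower ratio means ABCB6 inhibition with less porphyrin fluorescence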
The depositor's hits bear a star; / = no result given.

SMILES	H9c2 protect	CaV13 FRET inh	HTR2A ag	PDI turbidity	hiPSC survival	aDG glyco up	N-glyco inh	Vif inh	Exocytosis inh	ABCB6 inh MLPCN
CC(/C=N/NC(=O)c1sc(N)nc1C)=C\c1ccccc1	-0.7	-1.8	-5.1	-3.4	-2.2	0.2	1.8	4.9	1.0	104.0
CC(NC(=O)/C(=C\c1cccc([N+](=O)[O-])c1)NC(=O)c1ccco1)C(=O)O (centres undefined)	6.1	-8.7	7.5	-2.4	3.5	-0.2	-0.9	4.3	9.2	102.0
C[C@@H]1CN([C@H](C)CO)C(=O)c2c(c3ccccc3n2C)-c2ccccc2CO[C@H]1CN(C)C(=O)NC1CCCCC1	-4.8	-2.7	0.7	3.8	-1.2	0.4	-0.4	/	1.5	99.0
Cn1c(SCc2ccccc2C#N)nnc1-c1ccncc1	2.0	-2.6	-0.3	10.4	0.3	-0.1	1.3	-4.3	0.0	101.0
CCN(CC)C(=O)c1csc([C@H]2C[C@H](O)[C@@H](CO)O2)n1	0.4	-4.5	-7.1	4.4	-1.6	0.0	3.3	-5.5	34.1	99.0
Cc1ccc(Cn2cc(CN3CC(N4CCSCC4)CS3(=O)=O)nn2)cc1 (centres undefined)	/	-2.0	9.5	/	0.3	-0.1	/	/	14.9	103.0
O=C(Cn1cnc([N+](=O)[O-])c1)Nc1ccc(Cl)cc1Cl	-2.0	-10.4	10.1	2.5	0.5	0.3	2.2	64.4*	-5.8	97.0
CC1CCCN(CCCNC(=O)c2ccc(CS(=O)(=O)Cc3cccc(Cl)c3)o2)C1 (centres undefined)	1.3	-15.1	-7.0	-1.1	-0.6	0.5	0.3	30.0	0.2	94.0
O=C(Nc1ccccc1C(=O)OCC(=O)c1c[nH]c2ccccc12)c1ccco1	13.7	-10.7	4.0	-11.4	0.8	0.8	0.0	-10.6	-0.1	96.0
COc1ccc(NC(=O)C(=O)NCCN2CCN(C(=O)c3ccc(C)cc3)CC2)cc1	6.2	-7.5	-8.3	5.3	0.1	0.1	0.8	-3.4	4.8	94.0
Cc1cccc2cc(CN(CCCO)C(=O)Nc3cccc(Cl)c3)c(=O)[nH]c12	13.5	/	0.2	-10.4	4.1	0.0	6.9	-1.6	0.2	115.0
COc1cc(OC)c(C(=O)OCC(=O)NCC2CCCCC2)cc1OC	-2.1	-4.3	-0.5	-4.6	-0.5	0.1	0.8	-11.2	-2.1	100.0
COC(=O)c1cc(C#N)c(Oc2ccccc2OC)nc1C	-7.5	/	7.4	8.2	4.0	0.2	-3.1	-2.3	0.2	99.0
COc1ccc(NC(=O)Cn2c(CCC(=O)O)ccc2-c2ccccc2)cc1	1.0	-1.6	-6.4	0.9	-0.6	0.0	-0.1	4.2	1.0	99.0
Cn1/c(=N\NC(=O)C2CCCCC2)sc2ccccc21	1.0	-0.1	1.1	-6.7	-0.2	0.5	0.1	/	-1.3	97.0
CC(C)(C)OC(=O)C[C@@H]1C/C=C\C[C@H](CC(=O)NCCO)C(=O)N2CCC[C@H]2COC1=O	16.7	-7.3	-6.9	-4.4	5.2	0.1	-0.5	-4.1	15.6	98.0
COc1ccc(OC)c(-c2csc(N(C)C(=O)Cc3ccccc3)n2)c1	-2.1	-14.0	-1.4	10.4	-0.9	0.3	-3.7	-9.6	-9.1	95.0
CC(C)(C)c1ccc(OC(=O)Cn2c(C(F)(F)F)nc3ccccc32)cc1	-24.7	-4.3	1.3	5.5	0.6	-0.1	-0.4	-7.1	-2.5	94.0
CC(=Nc1ccc(C)cc1C)c1sc2ccccc2c1O	-19.6	6.9	-0.9	-4.4	-2.4	0.3	-15.4	2.0	0.2	104.0
CCN(CC)S(=O)(=O)c1cc(NC(=O)CO/N=C(\N)c2ccccc2Cl)ccc1C	-9.7	-1.6	2.2	4.1	1.8	-0.1	-3.3	-10.3	1.9	100.0
C=CCC[C@@H](CCCCC)OC(=O)/C=C/[C@@H](O)[C@H](O)C[C@@H](O)CC=C	/	-7.6	5.1	/	0.9	0.0	/	/	0.7	120.0
O=c1cc(O)c(-c2cccc(C(F)(F)F)c2)c(Cl)[nH]1	-0.3	-7.5	3.9	2.6	1.1	0.0	2.8	2.8	-0.9	97.0
NC(=O)c1oc2ccccc2c1NC(=O)C1COc2ccccc2O1 (centres undefined)	5.7	-1.5	1.8	3.6	-0.6	0.0	4.4	-5.3	-1.0	93.0
CCCCn1c(N)c(N(CCOC)C(=O)COC(=O)COc2cc(C)ccc2Cl)c(=O)[nH]c1=O	1.3	-4.3	8.3	1.7	1.8	-0.1	0.8	-1.5	-8.4	99.0
COCn1ccnc1C(O)(c1ccc(OC)cc1)c1ccc(OC)cc1	2.6	-14.7	-0.1	-1.0	6.4	0.0	1.0	4.8	-5.0	104.0

In the list so far, these have a COOH group.
SMILES	H9c2 protect	CaV13 FRET inh	HTR2A ag	PDI turbidity	hiPSC survival	aDG glyco up	N-glyco inh	Vif inh	Exocytosis inh	ABCB6 inh MLPCN
CC(NC(=O)/C(=C\c1cccc([N+](=O)[O-])c1)NC(=O)c1ccco1)C(=O)O (centres undefined)	6.1	-8.7	7.5	-2.4	3.5	-0.2	-0.9	4.3	9.2	102.0
COc1ccc(NC(=O)Cn2c(CCC(=O)O)ccc2-c2ccccc2)cc1	1.0	-1.6	-6.4	0.9	-0.6	0.0	-0.1	4.2	1.0	99.0

(continued)
SMILES	H9c2 protect	CaV13 FRET inh	HTR2A ag	PDI turbidity	hiPSC survival	aDG glyco up	N-glyco inh	Vif inh	Exocytosis inh	ABCB6 inh MLPCN
CSc1ccccc1NC(=O)CSc1nnc(COc2ccccc2)o1	8.4	-8.1	-3.3	0.3	1.3	0.1	-1.0	-24.6	4.6	103.0
CC1CCCCC1NC(=S)Nc1ccc(SC(F)F)cc1 (centres undefined)	-30.8	-3.9	-7.7	1.8	-0.1	3.1	-2.0	-4.9	-3.4	100.0
O=C(O)CSC(=S)N1CCCCC1	3.0	-5.6	-2.0	-0.4	2.4	-0.1	2.1	5.8	5.5	103.0
CCc1nc(SCC(=O)NCc2ccco2)c2c(=O)n(C)c(=O)n(C)c2n1	28.3	8.0	-0.2	/	1.1	0.1	-0.3	-9.2	1.2	99.0
CS(=O)(=O)N(CC(=O)Nc1ccc(Br)cc1)C1CCCCC1	-3.0	-4.7	4.7	-2.9	-0.4	0.2	2.1	2.7	-11.1	92.0
COc1ccc(C(=O)N2CCC(C)(C(=O)NS(=O)(=O)C3CC3)C2)cc1F (centres undefined)	7.2	-6.1	-2.1	-5.1	-1.0	0.0	3.5	12.9	19.1	104.0
COc1ccc(CNC(=O)CCNS(=O)(=O)c2ccc(C)cc2)cc1	5.0	-5.4	2.0	-2.0	4.3	0.1	2.2	4.2	-2.9	90.0
CC(=C/c1ccccc1)/C=N/NC(=O)c1nnn(-c2nonc2N)c1CN1CCC(C)CC1	-2.9	-2.3	2.3	-5.5	0.2	0.1	-5.1	7.4	45.0	103.0
C#CCOCCOCCOCCNc1nc(N2CCN(C(=O)CCCCCCCCCCNC(=O)[C@H](CCCCN)n3cc(C[C@@H](C)CC)nn3)CC2)nc(N2CCN(C(=O)CCCCCCCCCCNC(=O)[C@H](CCCCN)n3cc(C[C@@H](C)CC)nn3)CC2)n1	-8.5	/	1.9	2.7	-3.1	-0.5	-22.7	1.3	-12.0	96.0
CC(Sc1nnc(-c2ccco2)n1N)C(=O)NC1CCCCC1C (centres undefined)	5.9	-4.9	6.7	-11.7	0.0	0.4	1.1	13.2	5.3	101.0
Cc1onc(-c2c(Cl)cccc2Cl)c1C(=O)Nc1ccc2c(c1)OCO2	4.9	-7.7	0.9	5.4	0.6	0.0	0.4	-11.0	1.8	95.0
O=C(Nc1nc2ccc(Cl)cc2s1)c1cccc(N2C(=O)CCC2=O)c1	-2.9	-5.4	4.6	1.9	-0.1	-0.1	0.5	-21.5	-1.5	95.0
CC(OC(=O)c1cccc(-n2cnnn2)c1)C(=O)Nc1ccc(F)cc1 (centres undefined)	-8.2	/	2.4	6.3	0.1	-0.2	-0.1	-20.6	-9.5	90.0
Cc1ccc(-n2c(O)c(/C=C3/C(c4ccccc4)=Nc4ccccc43)c(=O)[nH]c2=O)cc1	-3.6	-5.0	-6.9	-2.1	-2.0	0.1	10.5	-18.6	9.1	97.0
COc1ccc(-c2noc(CN3CCN(c4ccccc4)CC3)n2)cc1	-5.9	-1.9	-3.6	/	-0.7	0.0	1.4	-2.3	0.7	103.0
O=C(Nc1ccccc1C(=O)N1CCCC1)c1ccc(Cl)c([N+](=O)[O-])c1	3.1	-10.7	2.2	-1.0	-3.2	0.4	-1.7	-0.9	10.5	95.0
COC(=O)NC(=S)N1CCOCC1	-3.5	-1.8	0.0	2.3	0.1	-0.3	1.2	-3.2	-0.2	95.0
Cc1ccc(NC(=O)NCc2cccnc2)cc1Cl	-5.7	/	0.9	0.8	1.6	0.2	-0.5	-1.8	-3.2	94.0
CCOC(=O)c1ccccc1NC(=O)C1CCN(c2ncnc3sc(C)c(C)c23)CC1	-23.9	/	5.1	6.0	-0.2	0.2	-4.8	-2.0	-0.2	96.0
O=C(Nc1ccccc1)C1CCOC1=O (centres undefined)	4.5	6.3	2.4	5.8	0.0	-0.1	1.4	-5.1	-3.8	98.0
CCOC(=O)C1=CC[C@@H](c2cc(OC)c(OC)c(OC)c2)N(S(=O)(=O)c2ccc(C)cc2)[C@H]1C(=O)OCC	9.3	-10.6	0.3	-3.2	-1.3	0.0	-3.9	-3.8	-1.0	99.0
CCn1c(SCC(=O)Nc2cc(S(=O)(=O)N3CCOCC3)ccc2OC)nnc1-c1ccncc1	14.4	-6.1	-1.1	8.4	1.1	0.3	-0.3	/	0.2	93.0
O=C(Cc1ccc(Cl)cc1)NNC(=O)Nc1cccc2ccccc12	-6.4	-4.6	6.3	-3.1	-2.3	-0.1	3.5	2.9	-1.7	98.0
O=C(CSc1nc(SCC(=O)NCc2ccccc2)n(-c2ccccc2)n1)NCc1ccccc1	0.3	-7.4	-1.8	5.2	1.6	0.2	-2.2	/	2.3	101.0
Cc1cccn2c(=O)nc(SCC(=O)c3ccccc3)nc12	2.9	-5.7	3.3	13.8	0.7	-0.3	-0.7	-7.7	-0.9	100.0
Later entries
SMILES	H9c2 protect	CaV13 FRET inh	HTR2A ag	PDI turbidity	hiPSC survival	aDG glyco up	N-glyco inh	Vif inh	Exocytosis inh	ABCB6 inh MLPCN
COc1ccc(-c2ncncc2-c2ccc(OC)c(OC)c2)c(O)c1	3.2	-18.1	-3.0	-1.4	0.9	0.2	1.3	1.9	-6.6	99.0
CC(CNCCCn1ccc(NC(=O)OCc2ccccc2)nc1=O)c1ccccc1 (centres undefined)	2.2	-4.9	-6.7	-0.4	-0.9	-0.1	-2.5	-1.7	9.4	101.0
COc1ccc(-c2sc3ccc(N4CCOCC4)cc3c2C#CC(C)(C)O)cc1	6.6	-3.9	0.9	-16.3	1.5	-0.4	5.4	18.8	-1.8	98.0
CCCc1nc(SCC(=O)N2CCCC2)c2c(=O)n(C)c(=O)n(C)c2n1	7.7	/	-4.5	0.4	-0.3	-0.1	-3.1	0.6	45.2	95.0
O=C(/C=C/c1ccccc1)CCN1CCCCC1	-25.9	-7.1	-6.4	5.4	-1.9	-0.2	9.5	0.6	31.8	108.0
COc1ccccc1C(=O)Nc1cc2cc(Cl)ccc2oc1=O	-0.7	-3.6	-1.7	-5.1	4.5	-0.1	-1.6	6.4	-1.8	102.0
COc1ccc(/C=C/C(=O)OCC(=O)N2CCc3ccccc32)cc1	-1.6	-4.8	-2.0	-11.7	-0.1	0.0	-2.7	-4.6	-1.2	94.0
